Screening data from PubChem BioAssay.
N370S GC = qHTS Assay for Inhibitors and Activators of N370S glucocerebrosidase as a Potential Chaperone Treatment of Gaucher Disease | Potency, µM (series often up to 59.4 µM), inactives show top-dose activity change, negative = inhibition, actives largely listed as inhibitors | AID 2101, 2009 | N370S GC spleen homogenate, 4MU-glucoside fluorescence | 0.092% of 330,000 active | Lysosomal acid glucosylceramidase (Homo sapiens), P04062;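 further: 0% = full enzyme activity and -100% = no enzyme basal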
TDP1 block = qHTS Assay for Inhibitors of Tyrosyl-DNA Phosphodiesterase (TDP1) | recombinant TDP1, AlphaScreen DNA substrate cleavage | 0.28% of 350,000 active | Potency, µM (doses to about 130 µM), without a hit: at the top dose activity change, negative = inhibition, hits mostly inhibitors | Tyrosyl-DNA phosphodiesterase 1 (Homo sapiens), Q9NUW8; further: nearly all actives have a fitted effect of over 40% in size
Target sequence (Q9NUW8 whole entry, looked up): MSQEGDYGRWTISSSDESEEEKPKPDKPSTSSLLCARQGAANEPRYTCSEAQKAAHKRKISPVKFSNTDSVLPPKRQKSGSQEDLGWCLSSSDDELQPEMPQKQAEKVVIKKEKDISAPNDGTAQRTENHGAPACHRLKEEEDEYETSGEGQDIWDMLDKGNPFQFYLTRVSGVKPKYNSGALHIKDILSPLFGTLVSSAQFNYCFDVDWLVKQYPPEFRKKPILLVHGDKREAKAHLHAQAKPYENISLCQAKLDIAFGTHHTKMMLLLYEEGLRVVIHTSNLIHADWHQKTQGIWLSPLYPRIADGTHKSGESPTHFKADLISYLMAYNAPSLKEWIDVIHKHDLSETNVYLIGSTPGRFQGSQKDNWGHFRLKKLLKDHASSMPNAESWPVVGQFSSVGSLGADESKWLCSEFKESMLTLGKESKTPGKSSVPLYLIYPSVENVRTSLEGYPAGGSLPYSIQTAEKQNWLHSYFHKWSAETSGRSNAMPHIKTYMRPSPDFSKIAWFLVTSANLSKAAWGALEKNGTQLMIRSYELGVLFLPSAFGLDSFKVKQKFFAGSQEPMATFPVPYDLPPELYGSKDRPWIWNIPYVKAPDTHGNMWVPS
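Compounds were preincubated with Tdp1 (1 nM final) for 15 min at room temperature before substrate (15 nM final) started a 5 min reaction; beads (10 ug/ml final) were then added for 10 min before AlphaScreen detection.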
FEN1 inh = qHTS Assay for the Inhibitors of Human Flap endonuclease 1 (FEN1); P39748; Recombinant FEN1 flap cleavage, fluorescence, 15 min; Potency, µM (highest dose often 114 µM), for inactives: at the highest dose activity change, negative = inhibition, most hits filed as inhibitors; 0.35% of 390,000 active; AID 588795, 2011; further: nearly all actives have a fitted effect of over 65% in size
Target sequence (P39748 whole entry, looked up): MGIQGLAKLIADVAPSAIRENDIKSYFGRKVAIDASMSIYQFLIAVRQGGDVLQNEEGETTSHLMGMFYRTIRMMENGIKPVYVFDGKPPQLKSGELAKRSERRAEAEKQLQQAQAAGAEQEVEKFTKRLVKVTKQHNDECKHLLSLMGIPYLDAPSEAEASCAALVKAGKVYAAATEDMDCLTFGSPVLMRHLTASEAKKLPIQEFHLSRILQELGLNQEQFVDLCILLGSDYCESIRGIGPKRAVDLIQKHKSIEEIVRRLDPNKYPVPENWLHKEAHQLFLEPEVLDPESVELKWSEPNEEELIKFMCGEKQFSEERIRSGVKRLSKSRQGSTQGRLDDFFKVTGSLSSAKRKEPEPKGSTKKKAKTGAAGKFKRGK
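Read-out was taken twice, immediately and after 15 min, following addition of 50 nM substrate to 10 nM FEN1 that had sat with test compound for 15 min at room temperature. Curves came from a four-parameter Hill model.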
The depositor's hits bear a star; ? = inconclusive; . = not tested or not shown; [ ] = another dose, or the depositor's remark. The call rests on the fitted dose curve; in most records, active means well fitted curve in the direction sought with a large enough effect; inconclusive means small, poorly fitted or top-dose-only effect, or another doubt; inactive means no such curve, though single readings can be large; an effect the other way counts as inactive or inconclusive. Unless noted, on the % scale 0 is the no-effect control and ±100 the full control effect; potency means the concentration at half of the fitted maximal effect.

Order of values – N370S GC, TDP1 block, FEN1 inh
- COc1ccc2[nH]cc(CCNc3cc(-c4ccccc4C(F)(F)F)ncn3)c2c1
  -5%, 6%[56.1 µM], .
- CC(C)Oc1cccc(C(=O)C2CCCN(C(=O)c3ccsc3)C2)c1 (stereo not drawn)
  3%, ., -13%
- CCCOc1cccc(C(=O)Nc2ccc(-c3nc4ccccc4s3)c(Cl)c2)c1
  ., -5%, ?
- O=C(c1ccc(N2CCCC2=O)cc1)N1CCN(c2ccccc2O)CC1
  ., 0%[56.1 µM], -14%
- CC1(C)Cc2cccc(OCC(=O)NCc3ccccc3F)c2O1
  ., 0%, -5%
- O=C(Nc1ccc(NC(=O)c2ccccc2O)cc1)Nc1ccc(F)cc1F
  -2%, ., 2%
- COc1ccccc1C(=O)Nc1cccc(SC)c1
  13%, 1%, -19%
- CCCC(C)NC(=O)c1ccc(-c2ccccc2)cc1 (stereo not drawn)
  18%, 5%, .
- Cc1ccc(NC(=O)CNc2ccc(Cl)cc2F)cc1
  -16%, 3%, 2%
- CCNS(=O)(=O)c1ccc(NC(=O)c2ccc(Cn3cc(Br)cn3)o2)cc1
  5%, 4%, 3%
- CC(=O)Nc1ccc(C(=O)CSc2nnc(C)o2)cc1
  -1%, 2%, -1%
- CCn1cc(/C=C(\NC(=O)c2ccc(OC)cc2)C(=O)NCCCn2ccnc2)c2ccccc21
  ., 10%, -10%
- CC(=O)O[C@H]1C[C@H]2CC[C@@H]3[C@H]4C[C@@H]([N+]5(C)CCCCC5)[C@@H](OC(C)=O)[C@]4(C)CC[C@@H]3[C@@]2(C)C[C@@H]1[N+]1(C)CCCCC1
  -6%, -4%[56.1 µM], .
- CC(C)c1ccc(OCC(=O)Nc2c(C(=O)c3ccc(F)cc3)oc3ccccc23)cc1
  ., 1%, -12%
- Cc1cccc(C)c1N1CCN(c2n[nH]c(N)n2)CC1
  -13%, -3%, 1%
- Cc1c(Cl)cccc1NC(=O)c1cc(C2CC2)on1
  7%, 0%, 0%
- O=C(O)c1ccccc1Nc1cc(Cl)c2nonc2c1[N+](=O)[O-]
  -23%, 7%, 9%
- CCC1CN(C(=O)N2CCC(C(=O)NCCc3ccccc3Cl)CC2)c2cc(C)ccc2O1 (stereo not drawn)
  ., 6%, 10%
- Cc1ccc(NC(=O)C(C)N=C2NS(=O)(=O)c3ccccc32)cc1F (stereo not drawn)
  -28%, ., 11%
- Cc1ccc(Cc2nc3ccccc3[nH]2)cc1
  -11%, ., -1%

New compounds follow:
Order of values – N370S GC, TDP1 block, FEN1 inh
- Cc1cc(=O)oc2cc(OCC(O)CN3CCN(c4ccccc4)CC3)ccc12 (stereo not drawn)
  1%, 2%, -6%
- CCOC(=O)C1=C(C)NC(=O)NC1c1ccc(OC)c(Cl)c1 (stereo not drawn)
  19%, 2%, 5%
- CCOC(=O)C1CCN(c2c(NCCCN(CC)Cc3ccccc3)c(=O)c2=O)CC1
  4%, 4%, -7%
- Cc1ccc(NC(=O)NCc2ccccn2)c(C)c1
  8%, 3%, 15%
- O=S(=O)(/N=C(/c1ccccc1)N1CCOCC1)c1ccc(F)cc1
  0%, ., 12%
- CC(=O)N1c2ccccc2C2(O)N=C(C)SC12 (stereo not drawn)
  17%, -2%, 16%
- O=C(NC(=S)NCCN1CCOCC1)c1cccc(Cl)c1
  -23%, 4%, 11%
- Cn1c(Cl)nc2ccccc21
  0%, 2%, -5%
- CN(CC(=O)Nc1ccccc1Cl)C(=O)COC(=O)/C=C/c1ccc(C(F)(F)F)cc1
  -25%, -3%, -6%
- O=C(Nc1nnc(-c2ccc(F)cc2)s1)c1ccco1
  -14%, 0%[0.0935 µM], -13%
- COc1ccc(-c2nnc(NC(=O)c3ccc(S(=O)(=O)N4COCC4(C)C)cc3)o2)cc1
  -21%, 14%, 2%
- NC(=NCc1ccco1)NC(=O)c1ccccc1
  -5%, 4%, -1%
- Cc1cccc(NS(=O)(=O)c2cccc(C(=O)N3CC(C)OC(C)C3)c2)c1 (stereo not drawn)
  1%, 5%, 2%
- CN(C)C=Nc1nonc1-c1ccc(Cl)cc1
  -17%, -6%, 12%
- CCOC(=O)c1c(C)[nH]c(C)c1S(=O)(=O)NCC1CCN(Cc2ccccc2F)CC1
  -2%, 2%, 15%
- Cc1noc(C)c1C(=O)OCC(=O)N(C)C1(C#N)CCCCC1
  ., 0%[56.1 µM], 1%
- Cn1c2ccccc2c2cnn(CC(=O)NCc3ccc(Cl)cc3)c(=O)c21
  ., 5%, -3%
- COc1ccc(CCNC(=O)Cc2ccsc2)cc1
  -6%, 0%, 8%
- COc1cc(CCC(=O)OCC(=O)NCc2ccc(Cl)cc2)cc(OC)c1OC
  9%, 3%, -10%
- CCc1ccc(OC2=NS(=O)(=O)c3ccccc32)cc1
  -11%, 5%, 16%

Following part:
structure,N370S GC,TDP1 block,FEN1 inh
Cn1cc(CNC(=O)c2cc(-c3ccccc3)nc3ccc(Br)cc23)cn1,1%,1%,1%
CN(CCO)C(=O)C(c1ccccc1)c1ccccc1,-1%,.,1%
O=C(N/N=C/c1cccc2ccccc12)c1ccncc1,-12%,.,0%
COC(=O)C(Cc1c[nH]c2ccccc12)NC(=O)c1ccccc1Br (stereo not drawn),-17%,.,-8%
CCOC(=O)c1c(C)oc2ncnc(Nc3ccc(OC)c(OC)c3)c12,.,2%,-3%
CC(=O)NC1(C(F)(F)F)NC(=O)N(C2CCCCC2)C1=O (stereo not drawn),8%,8%,-6%
CCN(CC)C(=O)Cn1cc(SCC(=O)Nc2ccccc2F)c2ccccc21,.,8%,1%
CCOC(=O)C1CCN(c2cc3c(cc2NC(=O)c2ccccc2F)n(C)c(=O)n3C)CC1,3%,-20%,-14%

Remaining list, next part:
structure,N370S GC,TDP1 block,FEN1 inh
COc1ccc(OCc2nnc(SCC(=O)Nc3nnc(C4CC4)s3)n2C)cc1,1%,8%,-1%
C/C(=N\NC(=O)CN1CCN(Cc2ccccc2)CC1)c1cccs1,2%,5%,-1%
CC1S/C(=N/N=C/c2cccs2)NC1=O (stereo not drawn),-11%,0%,3%
O=C(NCC1CCCO1)c1ccc2ccccc2n1 (stereo not drawn),-5%,5%,9%
COc1ccc(NC(=O)Nc2ccon2)cc1OC,-1%,2%,16%
COC(=O)[C@H]1O[C@@H](c2cc(OC)c(C)c(OC)c2O)[C@H](C)[C@@H](O)[C@H]1C,-2%,6%,.
CCOC(=O)CSc1ncnc2c1cnn2-c1ccc(C)cc1C,-6%,-1%,-4%
Cc1nc2c3ccccc3n(CCN3CCCCC3)c2s1,1%,4%,.

The results go on:
structure,N370S GC,TDP1 block,FEN1 inh
COC(=O)c1cc2c(s1)-c1ccccc1CC2,11%,-6%,2%
O=C(COC(=O)C1CSC2(c3ccc(F)cc3)CCC(=O)N12)NC(=O)NC1CCCC1 (stereo not drawn),-3%,2%,-11%
Cc1ccc(NC(=O)c2ccoc2C)cc1C,-4%,3%,-6%
O=C(O)Cc1cc(C(=O)Nc2ccc(Br)cc2)sc1-c1ccccc1,-15%,3%,.
CCc1ccc(-c2ccc(C(=O)O)c(C)n2)cc1,10%,-3%,10%
Cc1ccc(C(N)=S)c(C)c1,0%,-1%,-2%
COc1ccc(NS(=O)(=O)c2cccc(NC(=O)c3ccccn3)c2)cc1,-10%,3%,-22%
Cc1cc(C)nc(SCc2ccc(C(=O)N/N=C/c3ccc(C(=O)O)cc3)cc2)n1,4%,0%,-2%

Next records:
structure,N370S GC,TDP1 block,FEN1 inh
Cc1sc2ncnc(SCC(=O)NC(=O)c3cccn3C)c2c1C,2%,0%,2%
Cc1ccc2sc(N(CCCN(C)C)C(=O)c3ccco3)nc2c1C,.,6%,-18%
Cc1ccc(-c2nc(CS(=O)CC(=O)NCc3ccc(Cl)cc3)c(C)o2)cc1 (stereo not drawn),24%,-4%,-16%
O=C(Cn1cc([N+](=O)[O-])cn1)Nc1nc2ccccc2s1,-2%,2%,6%
O=Nc1c(O)n(Cc2cccc(Cl)c2)c2ccccc12,8%,0%,-25%
CCOc1cc(/C=C(/NC(C)=O)C(=O)O)cc(Cl)c1OCc1cccc(Br)c1,16%,3%,2%
CCCn1ccnc1SC(C)C(=O)Nc1c(C)n(C)n(-c2ccccc2)c1=O (stereo not drawn),.,1%[56.1 µM],-1%
O=C(O)C1C2C=CC(C2)C1C(=O)NCc1cccc(Cl)c1 (stereo not drawn),-12%,.,4%

(cont.)
structure,N370S GC,TDP1 block,FEN1 inh
CCOC(=O)[C@@H]1[C@H]2COc3ccc(Br)cc3[C@@H]2N2C(=O)N(c3ccc(C)cc3)C(=O)[C@@]12C,.,1%,-19%
Cc1ccc(CN2CCNC(=O)C2CC(=O)O)cc1 (stereo not drawn),-3%,7%,-16%
O=C(Nc1ccnn1C1CCN(C2CCC2)CC1)c1ccccc1,-7%,1%[56.1 µM],-3%
COc1ccc2c(c1)OC[C@H]1[C@H]2N2C(=O)CN(CC3CCCO3)C(=O)[C@@]2(C)[C@H]1c1ccccc1 (stereo partly drawn),.,1%,15%
CC(NC(=O)c1ccc2c(c1)N(Cc1ccc(Cl)cc1)C(=O)c1ccccc1S2=O)c1ccccc1 (stereo not drawn),.,2%,-1%
Cc1csc(NC(=O)c2ccc(=O)[nH]c2)n1,-7%,.,3%
Cc1c(N/C=C/C(=O)C(F)(F)F)c(=O)n(-c2ccccc2)n1C,-3%,-8%,-2%
CCOc1ccc2oc(C(=O)OCC(=O)N3CC(C)OC(C)C3)c(C)c2c1 (stereo not drawn),.,1%,7%

Later entries.
structure,N370S GC,TDP1 block,FEN1 inh
OCC(O)/C=N/Nc1nc(Nc2ccccc2)nc(Nc2ccccc2)n1 (stereo not drawn),?,.,12%
Cc1cnc(=O)[nH]c1SCC(=O)Nc1nccs1,-10%,6%[0.505 µM],5%
CC/C(O)=C1\C(=O)CC(c2ccccc2)CC1=NCCC(=O)O (stereo not drawn),0%,1%,-4%
O=[N+]([O-])c1nn(-c2ccc3c(c2)OCCO3)n(O)c1=NC1CCCCCC1,-6%,11%,?
Cc1ccccc1OCC(=O)Nc1cnn(CCCC(=O)O)c1,-2%,9%,-2%
CC(=O)c1ccccc1NC(=O)CN1C(=O)CS/C1=C\c1nc(-c2ccc(C)cc2)cs1,7%,5%,4%
O=C(O)/C=C\c1cc2c(cc1[N+](=O)[O-])OCO2,-1%,-3%,1%
Cc1ccccc1-c1nnc(Cc2ccccc2)o1,16%,5%,-6%

Six structures out of the list, sorted by number of heavy atoms, lowest first.
structure,N370S GC,TDP1 block,FEN1 inh
O=C(O)/C=C\c1cc2c(cc1[N+](=O)[O-])OCO2,-1%,-3%,1%
Cc1cnc(=O)[nH]c1SCC(=O)Nc1nccs1,-10%,6%[0.505 µM],5%
Cc1ccccc1-c1nnc(Cc2ccccc2)o1,16%,5%,-6%
CC/C(O)=C1\C(=O)CC(c2ccccc2)CC1=NCCC(=O)O (stereo not drawn),0%,1%,-4%
OCC(O)/C=N/Nc1nc(Nc2ccccc2)nc(Nc2ccccc2)n1 (stereo not drawn),?,.,12%
CC(=O)c1ccccc1NC(=O)CN1C(=O)CS/C1=C\c1nc(-c2ccc(C)cc2)cs1,7%,5%,4%

Carrying on.
structure,N370S GC,TDP1 block,FEN1 inh
Cc1cc(NS(=O)(=O)c2ccccc2)no1,0%,3%,1%
CN(C)c1ccc(-n2cccc2/C=C/[N+](=O)[O-])cc1,28%,11%,-4%
CCOc1cc(C(=O)NCCc2ccc(S(N)(=O)=O)cc2)cc(OCC)c1OCC,-6%,1%,0%
CCOC(=O)c1ccc(NC(=S)NCCc2ccc(F)cc2)cc1,0%,5%,-18%
COc1cccc(N2C(=O)C(O)=C(C(C)=O)C2c2ccc(OC)c(OC)c2)c1 (stereo not drawn),0%,3%,-16%
CCSC1=C(C#N)C(c2ccc(C)o2)CC(=O)N1 (stereo not drawn),-10%,3%,-9%
Cc1c(CCNC(=O)c2ccc(C(C)(C)C)cc2)sc2nc(-c3ccc(F)cc3)nn12,.,5%,?
Cc1cccc(C(=O)OCC(=O)NCC2COc3ccccc3O2)c1 (stereo not drawn),.,3%,3%

Further structures:
structure,N370S GC,TDP1 block,FEN1 inh
Cc1ccc2nc(Nc3nc(C)cc(C(F)(F)F)n3)nc(C)c2c1,4%,-2%,7%
CCCCSc1nnc2n(-c3ccc(OC)cc3)c(=O)c3c4c(sc3n12)COC(C(C)C)C4 (stereo not drawn),.,-2%,-14%
Cc1ccc(CNC(=O)CCc2ccc(S(=O)(=O)NC3CCCCC3)cc2)cc1,16%,-12%,-4%
COC(=O)CNc1nc(Cl)nc(NC2CCCCC2)n1,-2%,.,12%
COc1ccc(C2(O)CCN(CCCCOc3ccccc3)CC2)cc1,?,-7%,1%
O=C(NC1C/C=C\C(c2ccccc2)N(c2ccccc2)C(=O)C1)OCC1c2ccccc2-c2ccccc21 (stereo not drawn),.,0%[56.1 µM],-18%
COc1ccc2nc(C)cc(NCCN3CCOCC3)c2c1,-2%,5%[0.0935 µM],-11%
